miR122 inh = inhibitors of miR-122 in Huh7 cells. Huh7 miR-122 Renilla luciferase sensor, 48 h; neutral wells = 0, positive control = 100. 0.3% of 340,000 active. activation (reporter increase), % at 12.5 µM;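 active = mean replicate activation score at least 90 and every replicate individually at or above 90; inconclusive = only one of the two criteria met; inactive = neither criterion met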;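 note: higher luciferase means less miR-122 activity so hits act as miR-122 inhibitors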
ERp5 inh = ERp5 (human) disulfide isomerase inhibition; Q15084; AID 651711; inhibition, % at 9.99 µM; ERp5 insulin aggregation, absorbance 650 nm, 90 min; 0.05% of 350,000 active;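 active = mean replicate inhibition above about 25%, with every replicate also reaching it, limit read from the data, passing the limit was not always enough; inconclusive = only one of those two criteria met; inactive = neither criterion met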
Target sequence (Q15084 whole entry, looked up): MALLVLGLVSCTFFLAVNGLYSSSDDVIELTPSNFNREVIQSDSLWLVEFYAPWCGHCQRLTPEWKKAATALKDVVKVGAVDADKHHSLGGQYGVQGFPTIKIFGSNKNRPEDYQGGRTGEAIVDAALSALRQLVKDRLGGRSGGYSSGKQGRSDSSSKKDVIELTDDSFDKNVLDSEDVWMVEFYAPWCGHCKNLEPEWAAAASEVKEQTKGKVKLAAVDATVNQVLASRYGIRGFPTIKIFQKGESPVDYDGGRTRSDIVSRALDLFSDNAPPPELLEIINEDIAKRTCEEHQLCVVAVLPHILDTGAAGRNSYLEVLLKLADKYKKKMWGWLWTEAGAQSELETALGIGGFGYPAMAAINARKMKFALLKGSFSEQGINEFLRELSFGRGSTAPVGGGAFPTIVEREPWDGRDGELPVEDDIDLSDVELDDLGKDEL
F508del corr = CFTR F508del correction in bronchial cells. CFBE cells, YFP halide quenching; stimulated with forskolin plus potentiator P3; % fluorescence drop versus neutral controls. 0.36% of 350,000 active. activity (quench increase), % at 7.58 µM;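 active = mean added fluorescence quench of at least 8% versus neutral control, with both replicates also reaching 8%; inconclusive = only one of the mean or replicate conditions met; inactive = mean below 8% and not both replicates reaching 8%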;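 note: cells transiently co-express mutant CFTR-F508del with the halide-sensitive YFP; corrector assay measuring rescue of mutant channel to the surface after 24 h compound exposure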
DENV2 CPE = DENV2-induced cell death inhibition. DENV2-infected cells, cytopathic effect rescue, plate reader. AID 651640. CPE inhibition, % at 9.99 µM. 1.7% of 350,000 active; in the data active = CPE inhibition above about 20%, passing the limit was not always enough; inconclusive = no clear call, values can overlap the other calls; tested in BHK-21 cells;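 note: 0% = median of neutral control wells and 100% = median of positive control wells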
ERAP1 HTS inh = inhibitors of human ERAP1 aminopeptidase. inhibition, % at 10.7 µM. recombinant ERAP1, Leu-AMC fluorescence, 60 min. 0.15% of 340,000 active. AID 652197. Q9NZ08;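 active = mean replicate inhibition of at least 30%, or all replicates individually reaching that 30% level; inactive = mean below 30% and not every replicate reaching it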;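 note: 0% = neutral control wells and 100% = L-leucinethiol positive control wells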
SIRT5 inh = inhibitors of human sirtuin-5 desuccinylase; Purified SirT5, succinyl-peptide AMC, trypsin-coupled fluorescence; inhibition, % at 15 µM; 1.1% of 330,000 active; in the data active = inhibition above about 15%; inconclusive = no clear call, values can overlap the other calls
Target sequence (Q9NXA8 whole entry, looked up): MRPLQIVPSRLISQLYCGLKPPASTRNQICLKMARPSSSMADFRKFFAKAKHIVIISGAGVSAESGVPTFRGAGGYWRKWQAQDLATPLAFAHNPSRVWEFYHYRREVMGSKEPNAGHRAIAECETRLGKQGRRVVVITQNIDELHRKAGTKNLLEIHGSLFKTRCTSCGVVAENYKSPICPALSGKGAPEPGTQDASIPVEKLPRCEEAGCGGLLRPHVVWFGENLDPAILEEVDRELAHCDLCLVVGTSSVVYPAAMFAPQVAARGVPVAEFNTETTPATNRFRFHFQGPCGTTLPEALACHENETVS
Casp6 inh = caspase-6 (human) enzyme inhibition; AID 686996; 0.53% of 350,000 active; inhibition, % at 12.5 µM; purified caspase-6, Z-VEID-R110 cleavage fluorescence; P55212;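 active = mean inhibition across replicates at least about 35%, with every replicate also reaching that limit, limit read from the data; inconclusive = only one of the two criteria met; inactive = neither criterion met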;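 note: 0% = median of neutral control wells and 100% = no fluorescence left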
Target sequence (P55212 24-179 limits assumed): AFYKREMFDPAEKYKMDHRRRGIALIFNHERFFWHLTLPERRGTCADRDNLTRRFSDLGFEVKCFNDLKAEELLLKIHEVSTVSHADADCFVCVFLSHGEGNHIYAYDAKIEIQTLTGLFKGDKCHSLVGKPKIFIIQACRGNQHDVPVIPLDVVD
Target sequence (P55212 194-293 limits assumed): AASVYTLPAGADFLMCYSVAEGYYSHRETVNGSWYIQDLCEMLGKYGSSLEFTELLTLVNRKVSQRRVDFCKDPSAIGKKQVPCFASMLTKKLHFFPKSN
* hit, by the source's call; & = joins results of further samples; [ ] = another dose, or the depositor's remark. The order is random (roughly 4% active in at least one column).

Preview, two compounds:
Results for NCC[C@H]1CC[C@@H](NC(=O)Cc2ccncc2)[C@@H](CO)O1 ?
ERp5 inh: -3; F508del corr: 0.0; DENV2 CPE: 1; ERAP1 HTS inh: -1; SIRT5 inh: 1; Casp6 inh: 2

What do the screens show for `CS(=O)(=O)c1ccc(C(=O)NNC(=O)c2cc(-c3ccccc3)n[nH]2)cc1`?
miR122 inh: -1; ERp5 inh: -5; F508del corr: 3.9; DENV2 CPE: -2; ERAP1 HTS inh: 4; SIRT5 inh: -1; Casp6 inh: 2

The listing (from the top)
Results for NCC[C@H]1CC[C@@H](NC(=O)Cc2ccncc2)[C@@H](CO)O1 ?
ERp5 inh: -3; F508del corr: 0.0; DENV2 CPE: 1; ERAP1 HTS inh: -1; SIRT5 inh: 1; Casp6 inh: 2

What do the screens show for `CS(=O)(=O)c1ccc(C(=O)NNC(=O)c2cc(-c3ccccc3)n[nH]2)cc1`?
miR122 inh: -1; ERp5 inh: -5; F508del corr: 3.9; DENV2 CPE: -2; ERAP1 HTS inh: 4; SIRT5 inh: -1; Casp6 inh: 2

What do the screens show for `Cc1ccc(S(=O)(=O)NCCC(=O)Nc2ccncc2)cc1C`?
miR122 inh: 24; ERp5 inh: 3; F508del corr: 1.1; DENV2 CPE: -11; ERAP1 HTS inh: 3; SIRT5 inh: -6; Casp6 inh: 1

How did COC(=O)Cn1nnc(-c2cccc(OC)c2)n1 do in these assays?
miR122 inh: -5; ERp5 inh: 0; F508del corr: -1.3; DENV2 CPE: 4; ERAP1 HTS inh: -1; SIRT5 inh: -4; Casp6 inh: -1

What do the screens show for `Cc1cccc(NC(=O)CNC(=O)CN2C(=O)NC3(CCc4ccccc43)C2=O)c1C` (configuration not stated)?
miR122 inh: -5; ERp5 inh: 1; F508del corr: 1.0; DENV2 CPE: 8; ERAP1 HTS inh: 8; SIRT5 inh: 1; Casp6 inh: -1

How did O=C(CNC(=O)C(c1ccccc1)c1ccccc1)N/N=C/c1cccnc1 do in these assays?
miR122 inh: -1; ERp5 inh: 3; F508del corr: 0.3; DENV2 CPE: 7; ERAP1 HTS inh: -1; SIRT5 inh: -2; Casp6 inh: 0

What do the screens show for `C#Cc1ccc([C@H]2C=C(C(=O)N3CCN(Cc4ccccc4)CC3)O[C@@H](OCC)[C@@H]2CCCO)cc1`?
miR122 inh: -9; ERp5 inh: 1&4; F508del corr: 4.0&0.0; DENV2 CPE: -10&3; ERAP1 HTS inh: -1&2; SIRT5 inh: -1; Casp6 inh: -2&12

What do the screens show for `O=C(/C=C/c1cccc(Cl)c1Cl)OCC(=O)N1CCOCC1`?
miR122 inh: 3; ERp5 inh: 11; F508del corr: 1.5; DENV2 CPE: 7; ERAP1 HTS inh: -8; SIRT5 inh: 3; Casp6 inh: 0

Results for Cc1ccc(N=C(N)N=C(N)N)cc1 ?
miR122 inh: -2; ERp5 inh: 2; F508del corr: 1.9; DENV2 CPE: inconclusive; SIRT5 inh: -3; Casp6 inh: -1

Results for O=C(C[C@@H]1CC[C@H]2[C@@H](COC[C@@H](O)CN2C(=O)c2ccc3c(c2)OCO3)O1)NC1Cc2ccccc2C1 ?
miR122 inh: 6[16.7 µM]; ERp5 inh: -5; F508del corr: -0.3; DENV2 CPE: 35*; ERAP1 HTS inh: 0; SIRT5 inh: 0; Casp6 inh: -3

How did O=C(CN(C(=O)CNC(=O)c1cccs1)c1cccc(F)c1)NC1CCCCC1 do in these assays?
miR122 inh: 23; ERp5 inh: 3; F508del corr: -1.7; DENV2 CPE: 1; ERAP1 HTS inh: 0; SIRT5 inh: 0; Casp6 inh: -1

What do the screens show for `Cn1c(SCC(=O)Nc2ccccc2Br)nnc1-c1cnccn1`?
miR122 inh: 1; ERp5 inh: 3; F508del corr: -0.2; DENV2 CPE: 3; ERAP1 HTS inh: 2; SIRT5 inh: 0; Casp6 inh: 0

How did CCOC(=O)C(=O)N(C)c1c(CC)nc2c(OCCC3CCCCC3)cccn12 do in these assays?
miR122 inh: -2; ERp5 inh: 15; F508del corr: 2.0; DENV2 CPE: -8; ERAP1 HTS inh: 1; SIRT5 inh: -1; Casp6 inh: 5

What do the screens show for `Cc1ccc(NC(=O)/C(C#N)=N/Nc2ccc(C(=O)O)cc2)c(C)c1`?
miR122 inh: 1; ERp5 inh: 0; F508del corr: -4.7; DENV2 CPE: -4; ERAP1 HTS inh: 0; SIRT5 inh: 8; Casp6 inh: 0

How did CSCCC(NC(=O)c1ccc(Cl)cc1Cl)C(=O)NCc1ccncc1 (configuration not stated) do in these assays?
miR122 inh: 0; ERp5 inh: 4; F508del corr: 0.7; DENV2 CPE: 1; ERAP1 HTS inh: -9; SIRT5 inh: 3; Casp6 inh: -3

What do the screens show for `C[C@@H]1CN([C@@H](C)CO)C(=O)Cc2cc(NC(=O)Cc3cn(C)c4ccccc34)ccc2O[C@@H]1CN(C)C(=O)Nc1cccc2ccccc12`?
miR122 inh: 10[16.7 µM]; ERp5 inh: 5; F508del corr: 2.7; DENV2 CPE: 12; ERAP1 HTS inh: 1; SIRT5 inh: -2; Casp6 inh: -1

Results for O=C(Nc1ccc(F)cc1)N1C[C@H]2[C@@H](c3ccccc31)[C@H](CO)N2C(=O)c1cccnc1 ?
miR122 inh: -7[16.7 µM]; ERp5 inh: -4; F508del corr: -3.2; SIRT5 inh: 5

How did CNC(=O)C[C@H]1C(=O)N(C2CCCCC2)C[C@@H]1C do in these assays?
miR122 inh: -7; ERp5 inh: 3; F508del corr: -0.2; DENV2 CPE: -9; ERAP1 HTS inh: 5; SIRT5 inh: 1; Casp6 inh: 0

Results for COc1ccccc1C#Cc1ccc2c(c1)[C@H]1[C@H](CCN1S(=O)(=O)c1ccccc1)[C@H](CO)N2 ?
miR122 inh: 25[16.7 µM]; ERp5 inh: -2; F508del corr: -2.5; DENV2 CPE: 16; ERAP1 HTS inh: 2; SIRT5 inh: 9; Casp6 inh: 0

What do the screens show for `C/C(=N\NC(=O)c1cc(-c2ccncc2)nc2ccccc12)c1ccc(OC(F)F)cc1`?
ERp5 inh: -1; F508del corr: -0.4; DENV2 CPE: -1; ERAP1 HTS inh: -6; SIRT5 inh: -13; Casp6 inh: 0

How did Cc1ccccc1OCC(=O)Nc1cccc(S(=O)(=O)NC2=NCCC2)c1 do in these assays?
miR122 inh: 23; ERp5 inh: 6; F508del corr: -0.4; DENV2 CPE: 15; ERAP1 HTS inh: -8; SIRT5 inh: -5; Casp6 inh: -3

How did CCOc1ccc(Nc2cc(Nc3ccccc3OCC)nc(C=C(C#N)C#N)n2)cc1 do in these assays?
ERp5 inh: 3; F508del corr: -3.0; DENV2 CPE: 10; ERAP1 HTS inh: -3; SIRT5 inh: -8; Casp6 inh: 4

How did CN(C)CCn1c(N)nc2ccccc21 do in these assays?
miR122 inh: -14; ERp5 inh: 1; F508del corr: -2.4; DENV2 CPE: -6; ERAP1 HTS inh: 0; SIRT5 inh: 0; Casp6 inh: -4

What do the screens show for `Cc1n[nH]c(=O)c2c(NC(=O)CSc3nn(-c4ccccc4)c(=S)s3)oc(C)c12`?
ERp5 inh: 1; F508del corr: -4.7; DENV2 CPE: 11; ERAP1 HTS inh: 3; SIRT5 inh: 2; Casp6 inh: 3

What do the screens show for `CC1(C(=O)NS(=O)(=O)C2CC2)CCN(C(=O)c2ccc3c(c2)OCO3)C1` (configuration not stated)?
miR122 inh: 0; ERp5 inh: -6; F508del corr: 1.5; DENV2 CPE: -15; ERAP1 HTS inh: -3; Casp6 inh: -2

How did Nn1c(SCC(=O)N2CCCc3ccccc32)nncc1=O do in these assays?
ERp5 inh: 0; F508del corr: -0.1; DENV2 CPE: -4; ERAP1 HTS inh: -2; SIRT5 inh: 2

What do the screens show for `O=C(NC1CCCCC1)c1cc(S(=O)(=O)N2CCCCC2)ccc1N1CCOCC1`?
ERp5 inh: 7; F508del corr: -2.2; DENV2 CPE: -6; ERAP1 HTS inh: 0; SIRT5 inh: 2; Casp6 inh: 0

Results for COc1cc(OC)cc(C(=O)N[C@H](C(=O)OCC(=O)Nc2ccc3c(c2)OCO3)C(C)C)c1 ?
miR122 inh: 10; ERp5 inh: 1; F508del corr: 6.4; DENV2 CPE: 8; ERAP1 HTS inh: 0; SIRT5 inh: -3; Casp6 inh: -1

What do the screens show for `CCOc1ccc(C(=O)CSc2nnc(C3CC3)n2C)cc1`?
miR122 inh: -3; ERp5 inh: -1; ERAP1 HTS inh: 10; SIRT5 inh: -3; Casp6 inh: 0

What do the screens show for `Cc1c(CCO)c(=O)[nH]n1S(=O)(=O)c1ccc(F)cc1`?
miR122 inh: -5; ERp5 inh: 2; F508del corr: -0.2; DENV2 CPE: -7; ERAP1 HTS inh: 0; SIRT5 inh: 0; Casp6 inh: 2

What do the screens show for `O=S(=O)(Cc1ccc(Cl)cc1)NCc1cccnc1`?
miR122 inh: 6; ERp5 inh: -4; F508del corr: -0.1; DENV2 CPE: 0; ERAP1 HTS inh: 1; SIRT5 inh: -2; Casp6 inh: -2

Results for COc1cccc(/C=C/C(=O)OCC(=O)c2c(N)n(C)c(=O)n(C)c2=O)c1 ?
miR122 inh: 8; ERp5 inh: 3; F508del corr: -3.5; DENV2 CPE: 5; ERAP1 HTS inh: 1; SIRT5 inh: -2; Casp6 inh: -2

How did CN1CCN(c2ccc(CNC(=O)C3(C)Cc4c(-c5ccc(C(N)=O)cc5)ccnc4O3)cc2)CC1 (configuration not stated) do in these assays?
miR122 inh: -3; ERp5 inh: 4; F508del corr: -3.1; DENV2 CPE: 4; ERAP1 HTS inh: -3; Casp6 inh: -5

Results for COc1cccc(C(=O)N/N=c2\oc3c(OC)cccc3cc2C(=O)NCc2ccccc2)c1 ?
ERp5 inh: 3; DENV2 CPE: 7; ERAP1 HTS inh: -1; SIRT5 inh: -5; Casp6 inh: 3

What do the screens show for `CCOC(=O)c1ccccc1NC(=O)c1ccc(N(C)S(C)(=O)=O)cc1`?
miR122 inh: -9; ERp5 inh: 2; F508del corr: 0.9; ERAP1 HTS inh: -1; SIRT5 inh: 0; Casp6 inh: -2

What do the screens show for `CCN(CC(=O)Nc1c(F)cccc1F)C(=O)CNC(=O)COc1ccccc1`?
miR122 inh: 6; ERp5 inh: 0; F508del corr: -4.3; DENV2 CPE: -4; ERAP1 HTS inh: -2; SIRT5 inh: 5; Casp6 inh: 1

What do the screens show for `COc1ccc(-c2onc3ccc(Cl)cc23)cc1`?
miR122 inh: 2; ERp5 inh: 1; ERAP1 HTS inh: 4; SIRT5 inh: 3; Casp6 inh: 0

How did COc1ccc(CN(C)C[C@H]2Oc3ccc(NC(=O)Nc4cccc5ccccc45)cc3CC(=O)N([C@@H](C)CO)C[C@H]2C)cc1 do in these assays?
miR122 inh: -4[16.7 µM]; ERp5 inh: 0; F508del corr: 0.9; DENV2 CPE: 1; ERAP1 HTS inh: 0; SIRT5 inh: 5; Casp6 inh: 0

How did Cc1ccccc1OCC(=O)Nc1c2c(nn1C(C)(C)C)CS(=O)(=O)C2 do in these assays?
ERp5 inh: 4; F508del corr: 0.3; DENV2 CPE: 2; ERAP1 HTS inh: -4; SIRT5 inh: 0; Casp6 inh: 2

What do the screens show for `COc1ccc(NC(=O)C2(C)Cc3c(-c4cccc(C(F)(F)F)c4)ccnc3O2)cn1` (configuration not stated)?
miR122 inh: 6; ERp5 inh: -3; F508del corr: -6.4; DENV2 CPE: -2; ERAP1 HTS inh: 1; Casp6 inh: 2

How did COc1ccc2c3c(n(C)c2c1)[C@H](CO)N(Cc1ccc(F)cc1)CC31CCN(CC2CC2)CC1 do in these assays?
ERp5 inh: -2; F508del corr: -0.8; DENV2 CPE: inconclusive; ERAP1 HTS inh: -2

How did O=[N+]([O-])c1cc([N+](=O)[O-])c2c(=Nc3ccccc3)n(-c3ccccc3)n(O)c2c1 do in these assays?
ERp5 inh: -111; F508del corr: -1.6; DENV2 CPE: 0; ERAP1 HTS inh: 5; SIRT5 inh: 1; Casp6 inh: -4

What do the screens show for `CCOC(=O)C1=C[C@]2(CC)CCCN3CCc4c(n1c1ccccc41)[C@@H]32`?
miR122 inh: -1; ERp5 inh: 2; F508del corr: -3.8; DENV2 CPE: -2; ERAP1 HTS inh: -7; SIRT5 inh: -4; Casp6 inh: -2
